Tn7 DDE FP: disrupts Tn7 cyclic peptide binding to fibrin D-Dimer-E complex; inhibition, % at 8.3 µM; AID 720508; P02675; hit rate 0.13% among 370,000; FP displacement of FITC-Tn7 peptide from fibrin DD(E); 0% = median of compound wells per plate;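 active means inhibition above the mean of compounds falling within the control limits plus 3 SD of them, cut at about 14% in these data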;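 further: 0% = plate median of compound wells and 100% = 10 µM Aha-Tn7 peptide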
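Assay system: Human clot-derived fibrin DD(E) complex | Buffer or medium: Tris/NaCl/CaCl2 buffer, pH 7.8 | Repeats: One replicate per compound | Benchmarks: Aha-Tn7 high control | Measure: % inhibition scaled between sample-field median and high-control FP | Schedule: 10 min plus 3 h, room temperature | Signal: Fluorescence polarization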
ADAM10 inh: inhibitors of human ADAM10; O14672; recombinant ADAM10, EDANS/DABCYL FRET peptide cleavage, 3 h; inhibition, % at 7 µM; hit rate 0.62% among 370,000; AID 720582;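 active means inhibition above a per-campaign cutoff equal to the mean of compounds falling between control-based bounds plus 3 SD, cut at about 20% in these data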;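 further: 0% = DMSO wells while the 100% control is not disclosed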
PLC-gamma1 inh: inhibitors of human phospholipase C gamma1 | P19174 | purified PLC-gamma1, fluorogenic substrate, fluorescence | inhibition, % at 12.2 µM | hit rate 0.84% among 370,000 | AID 720700; in the data active means inhibition above about 9.5%
ADAM17 inh: ADAM17 inhibition, QFRET primary screen; AID 720648; inhibition, % at 6.95 µM; recombinant ADAM17, EDANS/DABCYL FRET peptide cleavage; P78536; hit rate 0.83% among 370,000;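 active means inhibition above the mean of compounds lying between control limits plus 3 SD, set per campaign, cut at about 8.5% in these data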;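 further: 0% = DMSO-only wells as the low control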
Target sequence (P78536 215-824 limits assumed): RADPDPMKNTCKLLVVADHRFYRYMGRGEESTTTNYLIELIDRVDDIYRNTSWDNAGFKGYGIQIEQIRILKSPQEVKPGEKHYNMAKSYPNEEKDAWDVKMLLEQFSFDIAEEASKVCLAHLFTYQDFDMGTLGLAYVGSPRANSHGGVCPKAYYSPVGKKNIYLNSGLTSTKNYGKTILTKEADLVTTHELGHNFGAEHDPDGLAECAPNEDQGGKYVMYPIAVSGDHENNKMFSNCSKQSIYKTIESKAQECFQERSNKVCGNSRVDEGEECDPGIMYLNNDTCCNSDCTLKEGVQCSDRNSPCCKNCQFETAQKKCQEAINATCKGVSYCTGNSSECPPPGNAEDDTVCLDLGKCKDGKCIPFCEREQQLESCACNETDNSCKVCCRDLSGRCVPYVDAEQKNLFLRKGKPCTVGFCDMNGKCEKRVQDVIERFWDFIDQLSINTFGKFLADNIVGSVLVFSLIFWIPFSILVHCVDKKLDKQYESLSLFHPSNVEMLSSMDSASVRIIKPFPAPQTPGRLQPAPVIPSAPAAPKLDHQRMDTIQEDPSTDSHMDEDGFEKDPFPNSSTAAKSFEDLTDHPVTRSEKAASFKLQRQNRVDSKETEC
TDP2 inh: blocks human TDP2 phosphodiesterase activity; recombinant TDP2, T5PNP hydrolysis, p-nitrophenol absorbance 415 nm; inhibition, % at 12.8 µM; hit rate 0.34% among 370,000; AID 720702;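 active means inhibition above the mean of all tested compounds plus 3 SD, set per campaign, cut at about 25% in these data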;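 further: 0% = DMSO with enzyme and 100% = buffer with substrate but no TDP2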
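test system = human TDP2 enzyme | input = TDP2 enzyme at 120 nM final | medium = 50 mM Tris-HCl pH 7.5 with Mg2+, KCl, DTT, BSA | also added = T5PNP substrate, 5 mM | times = 2 h at 37 °C | technique = epi absorbance | benchmarks = high control without enzyme, low control DMSO plus TDP2 | replication = each compound tested once, singlicate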
ARFGAP1 inh: rat ARFGAP1 inhibition. Arfgap1-stimulated ARF1 GTP hydrolysis, GDP FP detection. inhibition, % at 16.5 µM. hit rate 0.26% among 360,000;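 active means inhibition above a per-plate limit, mean inhibition of low control wells plus 3 SD, cut at about 25% in these data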;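 further: 0% = DMSO wells with enzyme and 100% = wells lacking Arfgap1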
Target sequence (Q62848 1-136 limits assumed): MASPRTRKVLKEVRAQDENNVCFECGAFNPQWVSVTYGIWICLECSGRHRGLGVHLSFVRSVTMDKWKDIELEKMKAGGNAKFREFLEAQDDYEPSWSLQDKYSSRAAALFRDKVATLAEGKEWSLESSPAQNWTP
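Replicates: Single well per compound | Assay system: Truncated rat Arfgap1 GAP domain | Control set: No-Arfgap1 wells (100%) versus DMSO full-reaction wells (0%) | Times: Enzyme reaction 120 min at 25 °C after 20 min preincubation | Reagent: Human ARF1(Δ1-17)-GTP substrate | Measured by: Tracer-displacement fluorescence polarization with EDTA stop, 620/688 nm | Measure: Percent inhibition of Arfgap1-stimulated GTP hydrolysis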
LEDGF integ inh: blocks HIV-1 LEDGF/p75-dependent DNA integration; TR-FRET IN-LEDGF/p75 DNA integration, Eu/Cy5; inhibition, % at 3.7 µM; hit rate 0.64% among 370,000; AID 743269;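 active means inhibition above the screen-wide mean plus 3 SD, cut at about 13% in these data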;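 further: signal is the Cy5 over europium emission ratio at 671 and 618 nm; 0% = plate median of compound wells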
DDE Tn6 FP inh: disrupts Tn6 cyclic peptide binding to fibrin D-Dimer-E complex; Fibrin DD(E) TRITC-Tn6 fluorescence polarization displacement; hit rate 0.21% among 370,000; AID 720509; inhibition, % at 8.3 µM;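 active means inhibition above a per-campaign cutoff: mean of compounds within control limits plus 3 SD, cut at about 15% in these data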;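 further: 0% = median of all compound wells on the plate and 100% = blocking peptide control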
ASAP1 inh: ASAP1 ArfGAP inhibition | ASAP1-stimulated ARF1 GTP hydrolysis, GDP FP detection | Q9ULH1 | AID 624377 | inhibition, % at 16.5 µM | hit rate 0.19% among 360,000; in the data active means inhibition above about 25%;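 further: 0% = vehicle with enzyme and substrate and 100% = no enzyme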
proKLK7 act: activators of human kallikrein-7 zymogen; P49862; AID 652039; hit rate 0.9% among 370,000; purified proKLK7, EDANS-DABCYL substrate fluorescence; 100% is mature enzyme control, 0% vehicle; activation, % at 7 µM;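 active means activation above the mean of all tested compounds plus 3 SD, computed per campaign excluding outliers beyond control limits, cut at about 13% in these data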
Target sequence (P49862 whole entry, looked up): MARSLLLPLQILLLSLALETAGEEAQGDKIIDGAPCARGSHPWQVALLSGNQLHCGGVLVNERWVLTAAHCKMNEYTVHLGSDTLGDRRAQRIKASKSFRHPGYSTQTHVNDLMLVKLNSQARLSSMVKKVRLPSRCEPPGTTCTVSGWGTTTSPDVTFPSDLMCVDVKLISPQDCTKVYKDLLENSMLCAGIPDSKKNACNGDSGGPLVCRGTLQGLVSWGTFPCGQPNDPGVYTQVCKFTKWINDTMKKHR
Active calls of the source: *.

For Cc1ccccc1OCC(=O)OCC(=O)NCc1cccs1 the results were Tn7 DDE FP 5, ADAM10 inh -1, PLC-gamma1 inh 0, ADAM17 inh -1, TDP2 inh 4, ARFGAP1 inh -1, LEDGF integ inh 0, DDE Tn6 FP inh 4, ASAP1 inh -15 and proKLK7 act -0.6.
Screening Cc1ccc(C)c(-c2cc(C(=O)Nc3nccs3)c3ccccc3n2)c1 returned Tn7 DDE FP 9, ADAM10 inh 17, PLC-gamma1 inh -2, ADAM17 inh 3, TDP2 inh 8, ARFGAP1 inh -3, LEDGF integ inh 2, DDE Tn6 FP inh -3, ASAP1 inh 5 and proKLK7 act -0.9.
CC[C@@]1(C(=O)OC)N[C@H](CN(C)C(C)=O)[C@@H]2C(=O)N(Cc3ccccc3)C(=O)[C@@H]21 was read as Tn7 DDE FP 2, ADAM10 inh 1, PLC-gamma1 inh 2, ADAM17 inh -3, TDP2 inh 3, ARFGAP1 inh 6, LEDGF integ inh 1, DDE Tn6 FP inh -3, ASAP1 inh -5 and proKLK7 act 0.2.
CC1CN(C2CCCCC2)c2nc3c(c(=O)n(C)c(=O)n3C)n2C1 (configuration not stated) was read as Tn7 DDE FP 2, ADAM10 inh 4, PLC-gamma1 inh 1, ADAM17 inh -1, TDP2 inh 4, ARFGAP1 inh 4, LEDGF integ inh -2, DDE Tn6 FP inh 8, ASAP1 inh -15 and proKLK7 act -0.8.
Cc1ccc(SCC(=O)OCc2csc(CC(=O)Nc3ccccc3C)n2)cc1C was read as Tn7 DDE FP -6, ADAM10 inh 3, PLC-gamma1 inh -5, ADAM17 inh 2, TDP2 inh -8, ARFGAP1 inh -4, LEDGF integ inh 1, DDE Tn6 FP inh 7, ASAP1 inh 9 and proKLK7 act 0.5.
Screening CC(=O)OCC(=O)Nc1ccc(Br)c(C)c1 returned Tn7 DDE FP 0, ADAM10 inh 6, PLC-gamma1 inh 5, ADAM17 inh -1, TDP2 inh -15, ARFGAP1 inh -3, LEDGF integ inh 4, DDE Tn6 FP inh 2, ASAP1 inh -3 and proKLK7 act 0.2.
S=c1[nH]nc(-c2ccncc2)n1/N=C/c1cccc(Cl)c1 was read as Tn7 DDE FP 0, ADAM10 inh -1, PLC-gamma1 inh 0, ADAM17 inh -1, TDP2 inh 13, ARFGAP1 inh 10, LEDGF integ inh 0, DDE Tn6 FP inh -1, ASAP1 inh -20 and proKLK7 act 0.5.
For COc1cccc(-c2cc(C(=O)NC3CCCC3)no2)c1 the results were Tn7 DDE FP 5, ADAM10 inh -3, PLC-gamma1 inh 2, ADAM17 inh -3, TDP2 inh 8, ARFGAP1 inh 1, LEDGF integ inh -2, DDE Tn6 FP inh 0, ASAP1 inh 1 and proKLK7 act -0.6.
For CCOc1cc(-c2noc(-c3ccncc3)n2)cc(Br)c1OC the results were Tn7 DDE FP -5, ADAM10 inh 3, PLC-gamma1 inh 4, ADAM17 inh 0, TDP2 inh 10, ARFGAP1 inh 8, LEDGF integ inh 2, DDE Tn6 FP inh 0, ASAP1 inh 0 and proKLK7 act 0.5.
`CCN(CC)C(=O)c1sc(NC(=O)Cc2ccc(OC)cc2)c(C#N)c1C` gave Tn7 DDE FP -2, ADAM10 inh -5, PLC-gamma1 inh 2, ADAM17 inh -4, TDP2 inh 5, ARFGAP1 inh -10, LEDGF integ inh 1, DDE Tn6 FP inh 8, ASAP1 inh 5 and proKLK7 act 0.0.
For C=CCOC(=O)C1=C[C@H](c2cn(C(C)=O)c3ccccc23)C[C@H](OCCCCO)O1 the results were Tn7 DDE FP 2, ADAM10 inh -14, PLC-gamma1 inh -13, ADAM17 inh -2, TDP2 inh 1, ARFGAP1 inh -6, LEDGF integ inh 0, DDE Tn6 FP inh -3, ASAP1 inh -1 and proKLK7 act -0.4.
Screening CCOc1cc2c3c(c1)C(C)CC(C)(C)N3C(=O)C2=O (configuration not stated) returned Tn7 DDE FP 9, ADAM10 inh 3, PLC-gamma1 inh -2, ADAM17 inh -4, TDP2 inh -1, ARFGAP1 inh 8, LEDGF integ inh -2, DDE Tn6 FP inh 1, ASAP1 inh -15 and proKLK7 act -0.2.
`Cc1ccc(NC(=O)CN(C)CC(=O)Nc2ccccc2C(=O)Nc2ccccc2)cc1` gave Tn7 DDE FP 6, ADAM10 inh -10, PLC-gamma1 inh 1, ADAM17 inh -3, TDP2 inh 13, ARFGAP1 inh 10, LEDGF integ inh -1, DDE Tn6 FP inh -10, ASAP1 inh -8 and proKLK7 act 0.2.
Screening COc1ccc(NC(=S)NCCc2ccccc2)c(C)c1 returned Tn7 DDE FP 7, ADAM10 inh -4, PLC-gamma1 inh 1, ADAM17 inh -2, TDP2 inh 10, ARFGAP1 inh -3, LEDGF integ inh 1, DDE Tn6 FP inh 0, ASAP1 inh -6 and proKLK7 act 0.0.
For CCCOC(=O)c1ccc(NC(=O)c2ccoc2C)cc1 the results were Tn7 DDE FP -7, ADAM10 inh 4, PLC-gamma1 inh 2, ADAM17 inh 2, TDP2 inh 0, ARFGAP1 inh 3, LEDGF integ inh -1, DDE Tn6 FP inh 3, ASAP1 inh -3 and proKLK7 act -0.2.
N#C/C(=C\c1ccc(OC(F)F)cc1)C(=O)N1CCCCC1 was read as Tn7 DDE FP -1, ADAM10 inh 2, PLC-gamma1 inh -1, ADAM17 inh 1, TDP2 inh 15, ARFGAP1 inh 0, LEDGF integ inh 1, DDE Tn6 FP inh -1, ASAP1 inh -5 and proKLK7 act -0.2.
Screening Cc1ccc(CN2C(=O)N/C(=C/c3ccc(-c4ccc(C(=O)O)cc4)o3)C2=O)cc1 returned Tn7 DDE FP -3, ADAM10 inh -32, PLC-gamma1 inh -3, ADAM17 inh -12, TDP2 inh -4, ARFGAP1 inh 11, LEDGF integ inh 8, DDE Tn6 FP inh -5, ASAP1 inh 4 and proKLK7 act 1.1.
For CCC(C(=O)NC(C)(C)C)n1c(-c2cccc(NC(C)=O)c2)nc2ccccc21 (configuration not stated) the results were Tn7 DDE FP -3, ADAM10 inh -18, PLC-gamma1 inh 0, ADAM17 inh -6, TDP2 inh 10, ARFGAP1 inh -9, LEDGF integ inh -7, DDE Tn6 FP inh 2, ASAP1 inh 10 and proKLK7 act 0.1.
Screening c1cc2c3c(cccc3c1)NC1(CCCCC1)N2 returned Tn7 DDE FP -2, ADAM10 inh -13, PLC-gamma1 inh -11, ADAM17 inh -1, TDP2 inh 14, ARFGAP1 inh 14, LEDGF integ inh 12, DDE Tn6 FP inh -31, ASAP1 inh -3 and proKLK7 act 0.3.
For CC(C)(C)OC(=O)N1CCC(c2c(C(=O)N3CCN(C(=O)c4ccco4)CC3)cnn2-c2ccc(F)cc2)CC1 the results were Tn7 DDE FP 0, ADAM10 inh -10, PLC-gamma1 inh -1, ADAM17 inh 1, TDP2 inh -1, ARFGAP1 inh 2, LEDGF integ inh -1, DDE Tn6 FP inh -6, ASAP1 inh 0 and proKLK7 act 0.1.
O=C(COC(=O)c1cccc(S(=O)(=O)NCc2ccccc2)c1)c1ccc2c(c1)OCCO2 was read as Tn7 DDE FP 6, ADAM10 inh 7, PLC-gamma1 inh 0, ADAM17 inh 1, TDP2 inh 2, ARFGAP1 inh 4, LEDGF integ inh -1, DDE Tn6 FP inh 3, ASAP1 inh 9 and proKLK7 act 1.4.
`CCn1ccc(C(=O)N2CCN(c3ncccn3)CC2)n1` gave Tn7 DDE FP 0, ADAM10 inh -6, PLC-gamma1 inh -3, ADAM17 inh -1, TDP2 inh -11, ARFGAP1 inh -2, LEDGF integ inh 3, DDE Tn6 FP inh -7, ASAP1 inh 3 and proKLK7 act 0.1.
COc1ccc(S(=O)(=O)N2CCOC23CCN(C(=O)c2ccccc2Br)CC3)cc1 was read as Tn7 DDE FP -4, ADAM10 inh 0, PLC-gamma1 inh 5, ADAM17 inh -1, TDP2 inh 5, ARFGAP1 inh -8, LEDGF integ inh 3, DDE Tn6 FP inh 0, ASAP1 inh -1 and proKLK7 act 0.1.
For O=C(Cc1cccs1)Nc1ccccc1 the results were Tn7 DDE FP 8, ADAM10 inh 9, PLC-gamma1 inh 7, ADAM17 inh 1, TDP2 inh -14, ARFGAP1 inh 0, LEDGF integ inh 10, DDE Tn6 FP inh 3, ASAP1 inh -5 and proKLK7 act 0.7.

3 entries already listed, sorted by SMILES length, ascending:
`Cc1ccc(NC(=O)CN(C)CC(=O)Nc2ccccc2C(=O)Nc2ccccc2)cc1` gave Tn7 DDE FP 6, ADAM10 inh -10, PLC-gamma1 inh 1, ADAM17 inh -3, TDP2 inh 13, ARFGAP1 inh 10, LEDGF integ inh -1, DDE Tn6 FP inh -10, ASAP1 inh -8 and proKLK7 act 0.2.
COc1ccc(S(=O)(=O)N2CCOC23CCN(C(=O)c2ccccc2Br)CC3)cc1 was read as Tn7 DDE FP -4, ADAM10 inh 0, PLC-gamma1 inh 5, ADAM17 inh -1, TDP2 inh 5, ARFGAP1 inh -8, LEDGF integ inh 3, DDE Tn6 FP inh 0, ASAP1 inh -1 and proKLK7 act 0.1.
O=C(COC(=O)c1cccc(S(=O)(=O)NCc2ccccc2)c1)c1ccc2c(c1)OCCO2 was read as Tn7 DDE FP 6, ADAM10 inh 7, PLC-gamma1 inh 0, ADAM17 inh 1, TDP2 inh 2, ARFGAP1 inh 4, LEDGF integ inh -1, DDE Tn6 FP inh 3, ASAP1 inh 9 and proKLK7 act 1.4.

More results.
CCOc1ccccc1/C=N/NC(=O)CNC(=O)COc1ccccc1 was read as Tn7 DDE FP 0, ADAM10 inh -11, PLC-gamma1 inh 1, ADAM17 inh -1, TDP2 inh 2, ARFGAP1 inh 7, LEDGF integ inh -1, DDE Tn6 FP inh 1, ASAP1 inh 5 and proKLK7 act 0.1.
For O=C(Nc1ccc2c(c1)OCO2)c1ccc(Br)c(S(=O)(=O)N2CCCC2)c1 the results were Tn7 DDE FP 3, ADAM10 inh 8, PLC-gamma1 inh 3, ADAM17 inh 4, TDP2 inh 2, ARFGAP1 inh 2, LEDGF integ inh 1, DDE Tn6 FP inh 2, ASAP1 inh 8 and proKLK7 act -0.1.
`C=CCN(C)CC/C=C1\c2ccccc2CSc2ccccc21` gave Tn7 DDE FP -1, ADAM10 inh -6, PLC-gamma1 inh -1, ADAM17 inh -7, TDP2 inh -7, ARFGAP1 inh -3, LEDGF integ inh 0, DDE Tn6 FP inh 0, ASAP1 inh 0 and proKLK7 act 0.4.
`Cc1cc2nc3c(=O)[nH]c(=S)[nH]c3nc2cc1NC(=O)C(F)(F)F` gave Tn7 DDE FP 16*, ADAM10 inh 0, PLC-gamma1 inh -140, ADAM17 inh -5, TDP2 inh 3, ARFGAP1 inh -3, LEDGF integ inh 74*, DDE Tn6 FP inh 4, ASAP1 inh -4 and proKLK7 act 1.4.

Compound activity (PubChem BioAssay)
